Anesthetic bind = binds horse apoferritin like a general anesthetic; apoferritin/1-aminoanthracene competitive binding, fluorescence; actives 0.074% (n = 350,000); Potency, µM (titrated, usually from 77.5 µM), without a hit: at the highest dose activity change, negative = displacement, usual class: inhibitors; P02791; note: % is set by controls: 0 for no effect and ±100 for the full control effect; nearly all actives have a fitted effect of over 20% in size
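Probe: 1-aminoanthracene (50% saturated, PBS). Protein: horse-spleen apoferritin, 10 uM. Incubation: 10 min, room temperature. Detection: 380 nm excitation, 535 nm emission. Analysis: normalized response, four-parameter Hill.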
G9a inh = G9a (human) methyltransferase inhibition; Q96KQ7; AID 504332; actives 8.8% (n = 350,000); Potency, µM (series often up to 102 µM), inactives show at the top dose activity, negative = inhibition, actives largely listed as inhibitors; G9a H3K9 monomethylation, AlphaScreen, 2 h; note: % is set by controls: 0 for no effect and ±100 for the full control effect; nearly all actives have a fitted effect of over 75% in size
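Chemiluminescent proximity detection of H3K9 monomethylation, read after 10 min bead incubation in the dark. Reaction: 20 nM G9a, 500 nM biotin-H3K9 peptide, 20 uM SAM cofactor, 2 h, room temperature, following 15 min enzyme-compound preincubation.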
Pol eta inh = blocks human DNA polymerase eta activity; Q9Y253; recombinant Pol eta, fluorescent DNA replication assay; Potency, µM (series often up to 114 µM), for inactives: top-dose activity change, negative = inhibition, hits mostly inhibitors; actives 1.2% (n = 390,000); AID 588591; note: % is set by controls: 0 for no effect and ±100 for the full control effect
Target sequence (Q9Y253 whole entry, looked up): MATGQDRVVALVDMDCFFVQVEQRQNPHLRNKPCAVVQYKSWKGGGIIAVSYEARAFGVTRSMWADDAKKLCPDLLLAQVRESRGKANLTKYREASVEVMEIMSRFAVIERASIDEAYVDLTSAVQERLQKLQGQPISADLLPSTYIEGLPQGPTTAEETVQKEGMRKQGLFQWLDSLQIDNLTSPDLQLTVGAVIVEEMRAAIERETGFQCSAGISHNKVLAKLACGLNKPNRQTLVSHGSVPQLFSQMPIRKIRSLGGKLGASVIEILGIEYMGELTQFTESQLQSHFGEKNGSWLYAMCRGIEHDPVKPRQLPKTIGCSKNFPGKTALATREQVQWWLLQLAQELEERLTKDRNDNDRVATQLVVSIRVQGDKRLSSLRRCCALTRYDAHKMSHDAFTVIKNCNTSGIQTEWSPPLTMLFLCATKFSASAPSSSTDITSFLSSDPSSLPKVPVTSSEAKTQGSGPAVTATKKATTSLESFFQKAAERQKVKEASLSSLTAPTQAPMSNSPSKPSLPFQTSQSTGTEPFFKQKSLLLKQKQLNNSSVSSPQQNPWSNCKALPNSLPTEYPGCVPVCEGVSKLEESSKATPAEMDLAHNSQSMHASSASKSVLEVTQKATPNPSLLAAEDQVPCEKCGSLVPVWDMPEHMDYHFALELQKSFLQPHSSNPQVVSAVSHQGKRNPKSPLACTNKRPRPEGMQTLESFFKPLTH
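Pol eta (10 nM) was preincubated with compounds for 15 min at room temperature, after which fluorescent replication substrate (50 nM final) was added to start the reaction. Fluorescence was read kinetically at 0 and 10 min.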
BAZ2B block = inhibitors of human BAZ2B bromodomain. Q9UIF8. AlphaScreen BAZ2B-H3K14Ac peptide displacement. Potency, µM (doses to about 114 µM), for inactives: at the top dose activity change, negative = inhibition, usual class: inhibitors. actives 4.4% (n = 360,000). AID 504333; note: % is set by controls: 0 for no effect and ±100 for the full control effect; nearly all actives have a fitted effect of over 60% in size
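In this displacement format the biotinylated H3(5-23) peptide acetylated at Lys14 serves as ligand at 50 nM, with BAZ2B at 50 nM in PBS pH 7.4 containing 0.01% Tween-20. Donor and acceptor beads are 10 ug/mL final.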
APEX1 inh = inhibitors of human APE1 endonuclease. P27695. recombinant APE1, TAMRA/BHQ-2 abasic DNA cleavage fluorescence. Potency, µM (titrated, usually from 65.8 µM), without a hit: top-dose activity change, negative = inhibition, usual class: inhibitors. actives 0.35% (n = 350,000). AID 2517;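 note: plate controls were vehicle for no effect and reference inhibitor for full effect; nearly all actives have a fitted effect of over 55% in size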
Target sequence (P27695 whole entry, looked up): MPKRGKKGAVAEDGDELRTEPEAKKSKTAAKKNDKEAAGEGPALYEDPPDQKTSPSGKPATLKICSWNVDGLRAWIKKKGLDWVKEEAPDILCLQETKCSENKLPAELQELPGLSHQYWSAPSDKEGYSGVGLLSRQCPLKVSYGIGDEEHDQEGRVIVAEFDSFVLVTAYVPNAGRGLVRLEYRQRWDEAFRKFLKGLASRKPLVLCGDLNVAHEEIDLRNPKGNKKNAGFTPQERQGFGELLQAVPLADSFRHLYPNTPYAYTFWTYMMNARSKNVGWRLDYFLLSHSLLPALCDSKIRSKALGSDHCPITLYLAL
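Incision of a quenched TAMRA/BHQ-2 THF abasic-site duplex (50 nM) by 0.75 nM APE1, after 15 min compound preincubation, measured as fluorescence increase over three 60 s reads. Values normalized to buffer, DMSO and NSC13755 control wells.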
POLI inh = inhibitors of human DNA polymerase iota; Q9UNA4; Pol iota fluorescent replication assay, 10 min; Potency, µM (highest dose often 115 µM), inactives show at the top dose activity, negative = inhibition, hits mostly inhibitors; actives 1% (n = 390,000); AID 588590
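Fluorescent replication assay read twice, at 0 min and 10 min after adding 50 nM (final) substrate. Enzyme (10 nM) and compounds were first incubated 15 min at room temperature; enzyme-free buffer wells were negative controls.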
BLM helicase inh = inhibitors of human Bloom syndrome helicase BLM; P54132; Potency, µM (titrated, usually from 56.1 µM), for inactives: top-dose activity change, negative = inhibition, hits mostly inhibitors; recombinant BLM DNA unwinding, fluorescence dequenching; actives 0.2% (n = 350,000); AID 2528;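 note: plate controls were vehicle for no effect and no enzyme for full effect; nearly all actives have a fitted effect of over 35% in size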
POLK inh = DNA polymerase kappa (human) inhibition | Q9UBT6 | purified Pol kappa, fluorescent DNA synthesis assay, 10 min | Potency, µM (titrated, usually from 107 µM), for the others: top-dose activity, negative = inhibition, hits mostly inhibitors | actives 0.53% (n = 400,000) | AID 588579; note: % is set by controls: 0 for no effect and ±100 for the full control effect
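Readout: fluorescence, taken kinetically at 0 and 10 min. Conditions: 10 nM Pol kappa, 15 min RT compound preincubation, 50 nM substrate final. Controls: enzyme-free buffer wells.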
Pol beta inh = DNA polymerase beta (human) inhibition. P06746. Pol beta primer extension/strand displacement, fluorescence kinetic. Potency, µM (titrated, usually from 114 µM), inactives show at the highest dose activity change, negative = inhibition, most hits filed as inhibitors. actives 1.3% (n = 340,000); note: % is set by controls: 0 for no effect and ±100 for the full control effect
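Human Pol beta at 10 nM; strand-displacement substrate 50 nM final. Compound exposure 15 min at room temperature before start, reaction 10 min at room temperature.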
* marks the source's active call; other numbers are inactive results; ? = inconclusive; . = not tested or not shown; & = joins results of further samples; ! = a repeat was not active; [ ] = another dose, or the depositor's remark. Calls come from the whole dose curve; as a rule, active = well fitted curve in the direction sought with a large enough effect; inconclusive = small, poorly fitted or top-dose-only effect, or another doubt; inactive = no such curve, though single readings can be large; an effect the other way counts as inactive or inconclusive. Potency is the fitted concentration of half-maximal effect. Some of the compounds tested. The share of hits here may be higher or lower than overall.

SMILES | Anesthetic bind | G9a inh | Pol eta inh | BAZ2B block | APEX1 inh | POLI inh | BLM helicase inh | POLK inh | Pol beta inh
CN1CC[C@@]2(CCCN(C(=O)c3ccncc3)C2)C1 | . | -20.8%[12.7 µM] | . | . | 0.9% | . | 3.4% | -2.6%[60.1 µM] | .
CC(=O)Nc1cc(Cl)c(N=Cc2ccc(O)cc2O)cc1Cl | -15.6% | 56.2µM* | 79.4µM* | -35.7% | 1.0% | ? | -4.5% | -7.9%[60.1 µM] | 10µM*
CC(C)NC(C)C(=O)c1ccc2ccccc2c1 (configuration not stated) | 3.1% | ? | -12.7% | -23.5% | 13.9% | 20.6% | -10.1% | -9.9% | 39.5%
Cc1cccc2c3c(ccc12)C1=C(C(=O)C3=O)C(C)CO1 (configuration not stated) | ? | . | . | . | 9.8% | . | ? | 20µM* | .
Cc1cc(OCC(=O)NCC2CCC(C(=O)O)CC2)c2c3c(c(=O)oc2c1)CCC3 (configuration not stated) | -4.7% | 12.0% | -3.9% | -27.3% | 49.6%[activator] | ? | -2.0% | -14.2% | -0.3%
CC(=O)N1CCCSC1=Nc1ccccc1 | -8.4% | -0.1% | -23.1% | -11.9% | -7.1% | 130.4%[activator] | -3.1% | 1.7% | -20.1%
COc1ccc(-n2c(/C=C3\C(=O)Nc4ccccc43)nc3ccccc3c2=O)cc1 | -6.7% | -2.5% | -11.8% | 2.3% | 19.3% | ? | -13.0% | -8.0% | 15.0%
CC(=O)N1CCC2(CC1)CC(=O)c1cc(OCC(=O)N3CCN(C)CC3)ccc1O2 | 282.1%[activator] | . | -2.7% | 6.8% | 17.1% | 0.2% | -1.3% | 0.0% | 31.8%
CCOc1ccc(NCc2cccn2-c2nnc(N3CCC(C(=O)NCc4ccc(C)cc4)CC3)s2)cc1 | 66.8%[activator] | ? | . | ? | . | -2.5% | -5.4% | 2.6% | 3.8%
CCCCCCn1c(=O)c(C(=O)Nc2cccc(C)n2)c(O)c2ccccc21 | -5.8% | . | -9.9% | 7.4% | -11.0% | -6.0% | -1.0% | -17.9% | 27.3%
CC([C@H](O)c1ccccc1)N(C)C (some centres not stated) | -3.2% | ? | . | . | . | . | -3.4% | 6.9%[19.4 µM] | .
O=C(NC1CC1)C1CSC(c2cccnc2)=N1 (configuration not stated) | -6.4% | ? | -4.7% | 1.6% | 0.9% | 14.2% | 0.5% | -7.4% | 3.7%
O=C(C1CCC(=O)N1C1CCCC1)N1CCC2(CC1)OCCO2 (configuration not stated) | -5.7% | -2.3%[59 µM] | -17.8% | -27.4% | -3.2% | 35.3%[activator] | 2.1% | -13.9% | 0.4%
Cc1cccc(OP(=O)(NCc2ccccc2)Oc2cccc(C)c2)c1 | 1.5% | 49.0%[59 µM] | -27.5% | 45.1%[activator] | 4.6% | 8.8% | -7.4% | -6.0% | 24.4%
COc1cccc(NC2=NCCCS2)c1 | -14.5% | 33.4% | 6.7% | 4.2% | 25.7% | 89.5%[activator] | -1.6% | -6.5% | 42.9%

Exported tab-delimited: 4 of the compounds above.
SMILES	Anesthetic bind	G9a inh	Pol eta inh	BAZ2B block	APEX1 inh	POLI inh	BLM helicase inh	POLK inh	Pol beta inh
CC([C@H](O)c1ccccc1)N(C)C (some centres not stated)	-3.2%	?	.	.	.	.	-3.4%	6.9%[19.4 µM]	.
O=C(NC1CC1)C1CSC(c2cccnc2)=N1 (configuration not stated)	-6.4%	?	-4.7%	1.6%	0.9%	14.2%	0.5%	-7.4%	3.7%
O=C(C1CCC(=O)N1C1CCCC1)N1CCC2(CC1)OCCO2 (configuration not stated)	-5.7%	-2.3%[59 µM]	-17.8%	-27.4%	-3.2%	35.3%[activator]	2.1%	-13.9%	0.4%
Cc1cccc(OP(=O)(NCc2ccccc2)Oc2cccc(C)c2)c1	1.5%	49.0%[59 µM]	-27.5%	45.1%[activator]	4.6%	8.8%	-7.4%	-6.0%	24.4%

The results go on:
SMILES | Anesthetic bind | G9a inh | Pol eta inh | BAZ2B block | APEX1 inh | POLI inh | BLM helicase inh | POLK inh | Pol beta inh
CC1=NCCc2c1[nH]c1cc(O)ccc21 | . | 1.41µM*! | -22.9% | 3.8% | ? | 19.3% | 39.8µM*! | ? | .
C[C@@H]1C[C@H]2OC(=O)C3(CO3)[C@H]2[C@H](O)[C@]2(C)C(=O)C3OC3[C@@H]12 (some centres not stated) | 2.1% | 11.0%[59 µM] | . | 6.2% | -3.0% | . | -2.9% | . | -2.5%
O=C(COc1ccc2ccc(=O)oc2c1)N1C[C@H]2C[C@@H](C1)c1cccc(=O)n1C2 | -5.1% | . | -23.6% | ? | -1.7% | 23.2% | 2.3% | -23.9% | 21.9%
COC(=O)c1ccc(C(c2c(C)[nH][nH]c2=O)c2c(C)[nH][nH]c2=O)cc1 | 7.1% | ? | -15.0% | -1.4% | 2.5% | -12.7% | 0.1% | 4.1% | 31.0%
CCOc1ccc(CN(CCc2ccc3c(c2)OCO3)Cc2ccc(CC)cc2)cc1 | 43.7%[activator] | ? | 6.3% | 70.8µM* | . | 25.2% | -6.3% | -1.8% | -3.8%
CN1CCC(OC(=O)Cc2ccccc2)CC1 | -1.6% | -10.2% | -10.3% | -4.4% | -1.7% | 12.9% | -1.6% | -3.6% | 0.0%
CN(C)C(=O)Oc1cccc(OCc2n(C)c3ccccc3[n+]2C)c1 | 1.0% | 12.2% | -9.0% | 4.5% | 2.2% | 310.6%[activator] | 3.2% | -7.4% | 2.5%
CNC(=O)Oc1ccc(C(=O)N2c3ccccc3NC(=O)C2C)cc1 (configuration not stated) | -1.8% | 5.2% | -4.1% | 10.5% | 5.3% | -19.1% | -2.5% | -22.5% | 3.1%
CC(Cc1cnccn1)NCc1c(C(=O)N2CCCCCCC2)nc2ccc(Cl)cn12 (configuration not stated) | -5.8% | 108.6%[activator] | -16.9% | 6.7% | -1.2% | 19.6% | -2.3% | -12.4% | 8.8%
O=C(COC(=O)Cc1ccccc1)NCCNC(=O)COC(=O)Cc1ccccc1 | . | 6.3% | -7.8% | 9.3% | 6.3% | 2.5% | . | 3.1% | .
C[C@@]12CC[C@H]3[C@@H](CC[C@@H]4C[C@H]5S[C@H]5C[C@]43C)[C@H]1CC[C@H]2O | -2.4%[29.3 µM] | 4.7%[21.5 µM] | . | . | . | . | 2.2%[21.4 µM] | -5.8%[12 µM] | .
OC(c1ccccc1)(c1ccc(Cl)cc1)C1CN2CCC1CC2 (configuration not stated) | 3.4% | . | -9.3% | 2.4% | -2.4% | 54.8%[activator] | 0.1% | -14.7% | -7.3%
Cc1nn(Cc2ccccc2)c(Cl)c1C(=O)OCC(=O)Nc1cccc2ccccc12 | -14.8% | 5.9%[59 µM] | -2.8% | -5.5% | -0.2% | -15.0% | -9.3% | -5.6% | 1.5%
CC(C)=CCCN1CCC(NC(=O)C(O)(c2ccccc2)C2CCCC2)CC1 (configuration not stated) | -1.4% | . | . | . | -2.6% | . | 3.0% | -4.3%[60.1 µM] | .
O=C(c1cc2cc(F)ccc2[nH]1)N1CCC2(CC1)OCCO2 | -1.5% | 49.7%[activator] | 0.9% | -22.1% | 32.4% | 6.6% | -0.4% | -0.7% | 0.4%
CCOc1ccc(Cl)cc1CNCCc1ccc(F)cc1 | -9.6% | -5.1% | -19.5% | -18.1% | 3.7% | 19.0% | 2.3% | 6.6% | -7.7%
COc1cc(OC)c(/C=C2/C(=O)Nc3ccccc32)c(OC)c1 | . | -4.4%[59 µM] | -7.0%[57.1 µM] | . | -5.3% | -5.6%[58.9 µM] | . | -12.5%[60.1 µM] | -6.1%[57.1 µM]
O=c1[nH]c(O)c(C=Nc2ccc(Cl)cc2Cl)c(=O)[nH]1 | -0.6% | -0.4% | -13.1% | -2.8% | -0.1% | 44.8%[activator] | -1.3% | -1.2% | ?
CCC1(c2ccccc2)C(=O)N(C)C(=O)N(C)C1=O | -4.0% | 7.5%[59 µM] | -0.2% | 9.3% | 3.9% | -9.1% | 2.2% | -2.9% | -1.8%
CC/C(CC(c1ccccc1)c1c(O)c2ccccc2oc1=O)=N\NC(N)=S (configuration not stated) | 3.0% | -5.7%[59 µM] | 28.2µM* | -0.8% | 25.1µM* | ? | -5.8% | ? | ?
O=C(NC1CC2CCCC(C1)N2)c1ccccc1 (configuration not stated) | -3.1% | . | -20.7% | 12.1% | -1.3% | 12.5% | -7.0% | -5.1% | 56.2%
Cc1ccc(Cn2cccc(C(=O)Nc3nc4ccc(C)cc4s3)c2=O)cc1 | 47.6%[activator] | -13.2%[59 µM] | -7.0% | 0.1% | . | ? | -4.8% | -7.7%[60.1 µM] | 2.6%
CC[C@H](C)[C@H](NC(=O)[C@H](CCCN=C(N)N)NC(=O)[C@H](CCCN=C(N)N)NC(=O)[C@H](CC(C)C)NC(=O)[C@H](Cc1ccccc1)NC(=O)CNC(=O)CNC(=O)[C@@H](N)Cc1ccc(O)cc1)C(=O)N[C@@H](CCCN=C(N)N)C(=O)N1CCC[C@H]1C(=O)N[C@@H](CCCCN)C(=O)N[C@@H](CC(C)C)C(=O)N[C@@H](CCCCN)C(=O)O | 1.1%&-19.4% | 37.2%[59 µM] | . | . | ? | . | 44.0%[activator] | 14.0%[60.1 µM] | .
O=c1c2ccccc2nc(/C=C/c2ccc(F)cc2)n1-c1ccccn1 | -11.9% | ? | -7.5% | -1.8% | -0.5% | 29.1% | -3.0% | 8.9% | 43.3%
COc1ccc(C(=O)C23CN4CN(CN(C4)C2)C3)cc1 | -4.8% | -41.7% | -6.3% | 8.0% | ? | 156.9%[activator] | -3.2% | 4.9% | 21.0%

Only BLM helicase inh and POLK inh (two entries from above):
Structure | BLM helicase inh | POLK inh
CCC1(c2ccccc2)C(=O)N(C)C(=O)N(C)C1=O | 2.2% | -2.9%
CC/C(CC(c1ccccc1)c1c(O)c2ccccc2oc1=O)=N\NC(N)=S (configuration not stated) | -5.8% | ?

Source: PubChem
